High-throughput results deposited in PubChem BioAssay by The Scripps Research Institute Molecular Screening Center.
PRMT1 inh = PRMT1 methyltransferase inhibitors, primary screen, biochemical, fluorescence polarization; recombinant PRMT1, activity-based probe fluorescence polarization; inhibition, % at 2.79 µM; 370,000 compounds, 1.3% hits; AID 652257, 2013;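 active = inhibition above about 21% made by adding two undisclosed values, limit read from the data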
Target sequence (Q99873 whole entry, looked up): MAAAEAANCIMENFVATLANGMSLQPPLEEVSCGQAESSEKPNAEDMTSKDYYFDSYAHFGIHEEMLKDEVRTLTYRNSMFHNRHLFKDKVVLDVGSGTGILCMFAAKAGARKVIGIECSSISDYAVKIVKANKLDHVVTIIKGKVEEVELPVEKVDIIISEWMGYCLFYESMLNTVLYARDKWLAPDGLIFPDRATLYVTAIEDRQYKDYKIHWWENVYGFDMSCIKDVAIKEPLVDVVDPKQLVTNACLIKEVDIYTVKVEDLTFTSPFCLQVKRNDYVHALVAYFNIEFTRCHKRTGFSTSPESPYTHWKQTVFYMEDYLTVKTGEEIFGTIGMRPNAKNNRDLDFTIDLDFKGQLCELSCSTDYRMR
Tn6 DDE FP = inhibitors of Tn6 peptide binding to fibrin DD(E), primary screen, biochemical, fluorescence polarization, human fibrin, Tn6 probe. inhibition, % at 8.3 µM. 370,000 compounds, 0.21% hits. AID 720509, 2013. Fibrin DD(E) TRITC-Tn6 fluorescence polarization displacement;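 active = inhibition above a per-campaign cutoff: mean of compounds within control limits plus 3 SD, cut at about 15% in these data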;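 also: 0% = median of all compound wells on the plate and 100% = blocking peptide control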
TCR-CD3 inh = inhibitors of human TCR-CD3 interaction, primary screen, biochemical, fluorescence, TAMRA-labeled TCR probe. T-cell receptor (TCR). inhibition, % at 9.4 µM. 360,000 compounds, 0.37% hits; in the data active = inhibition above about 19%;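 also: recombinant mutant TCR 2C K166C tagged with TAMRA read by polarization; 0% = receptor in buffer alone and 100% = receptor with positive control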
DDE Tn7 FP inh = inhibitors of Tn7 peptide binding to fibrin DD(E), primary screen, biochemical, fluorescence polarization, human fibrin, Tn7 probe; Fibrinogen beta chain (Homo sapiens), P02675; FP displacement of FITC-Tn7 peptide from fibrin DD(E); 0% = median of compound wells per plate; inhibition, % at 8.3 µM; 370,000 compounds, 0.13% hits; AID 720508, 2013;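 active = inhibition above the mean of compounds falling within the control limits plus 3 SD of them, cut at about 14% in these data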;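 also: 0% = plate median of compound wells and 100% = 10 µM Aha-Tn7 peptide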
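assay system = human clot-derived fibrin DD(E) complex | quantity = Fibrin-DD(E) at 2 µM final | timing = 10 min preincubation, 3 h with tracer, room temperature | signal = fluorescence polarization | measure = percent inhibition | benchmarks = high control wells with 10 µM unlabelled Aha-Tn7 peptide (full inhibition) | replicates = singlicate testing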
UHRF1 MBD2 ctr = UHRF1 methylated DNA binding inhibitors, primary screen, counter-screen for MBD2 inhibitor project, biochemical, TR-FRET, human UHRF1, single concentration; 370,000 compounds, 0.75% hits; UHRF1 binding to methylated oligo; E3 ubiquitin-protein ligase UHRF1 (Homo sapiens), Q96T88; inhibition, % at 4.4 µM; in the data active = inhibition above about 21%;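 also: UHRF1 SRA domain binding a hemimethylated CpG hairpin DNA probe; 0% = median of test compound wells and 100% = reference inhibitor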
proKLK7 act = proKLK7 zymogen activators, primary screen, biochemical, fluorescence intensity; activation, % at 7 µM; 370,000 compounds, 0.9% hits; purified proKLK7, EDANS-DABCYL substrate fluorescence; 100% is mature enzyme control, 0% vehicle; Kallikrein-7 (Homo sapiens), P49862;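 active = activation above the mean of all tested compounds plus 3 SD, computed per campaign excluding outliers beyond control limits, cut at about 13% in these data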
TDP2 inh = human TDP2 enzyme inhibitors, primary screen, biochemical, epi absorbance, recombinant enzyme; Tyrosyl-DNA phosphodiesterase 2 (Homo sapiens), O95551; T5PNP hydrolysis, p-nitrophenol absorbance 415 nm; inhibition, % at 12.8 µM; 370,000 compounds, 0.34% hits; AID 720702, 2013;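 active = inhibition above the mean of all tested compounds plus 3 SD, set per campaign, cut at about 25% in these data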;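 also: 0% = DMSO with enzyme and 100% = buffer with substrate but no TDP2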
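Test system: Human TDP2 enzyme | Reagent: 5 mM T5PNP | Compound dosing: 12.8 µM single point, 1% DMSO | Incubation: Enzyme reaction with compound for 2 h at 37 °C | Technique: p-Nitrophenol epi absorbance | Read-out: % inhibition relative to enzyme-containing and enzyme-free wells | Benchmarks: High control without enzyme, low control DMSO plus TDP2 | Replicates: Singlicate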
SIAE primary = human SIAE inhibitors, primary screen, biochemical, fluorescence polarization, FP-Rh probe, 1536-well HTS. Sialate O-acetylesterase (Homo sapiens), Q9HAT2. SIAE FP-Rh probe binding. inhibition, % at 9.66 µM. 370,000 compounds, 0.69% hits. AID 1053197, 2014;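 active = inhibition above a cutoff: mean of compounds within the control limits plus 3 SD of those, cut at about 17% in these data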;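 also: 0% = plate median of compound wells and 100% = probe without SIAE protein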
Target sequence (Q9HAT2 whole entry, looked up): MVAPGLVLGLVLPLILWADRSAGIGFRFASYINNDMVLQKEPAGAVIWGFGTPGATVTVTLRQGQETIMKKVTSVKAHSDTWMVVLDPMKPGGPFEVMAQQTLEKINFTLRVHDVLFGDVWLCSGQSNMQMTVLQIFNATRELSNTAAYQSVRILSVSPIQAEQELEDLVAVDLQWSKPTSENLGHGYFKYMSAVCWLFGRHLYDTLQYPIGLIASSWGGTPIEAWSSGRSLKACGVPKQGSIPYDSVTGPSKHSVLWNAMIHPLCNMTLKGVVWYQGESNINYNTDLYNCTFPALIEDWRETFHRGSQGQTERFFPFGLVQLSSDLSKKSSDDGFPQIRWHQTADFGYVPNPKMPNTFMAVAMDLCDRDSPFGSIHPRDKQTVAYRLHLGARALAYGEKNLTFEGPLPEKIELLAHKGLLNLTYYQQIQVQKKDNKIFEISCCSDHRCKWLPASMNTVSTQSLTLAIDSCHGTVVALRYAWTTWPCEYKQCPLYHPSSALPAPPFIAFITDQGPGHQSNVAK
MBD2 inh = inhibitors of MBD2 binding to methylated DNA, primary screen, biochemical, TR-FRET, DNA-binding domain, human; inhibition, % at 4.4 µM; Methyl-CpG-binding domain protein 2 (Homo sapiens), Q9UBB5; MBD2 binding to methylated oligonucleotide; 370,000 compounds, 0.31% hits; in the data active = inhibition above about 13%
LEDGF integ inh = blockers of LEDGF/p75-dependent integrase strand transfer – biochemical, TR-FRET, high throughput, primary screen; HIV-1 integrase (with human LEDGF/p75); TR-FRET IN-LEDGF/p75 DNA integration, Eu/Cy5; inhibition, % at 3.7 µM; 370,000 compounds, 0.64% hits; AID 743269, 2014;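 active = inhibition above the screen-wide mean plus 3 SD, cut at about 13% in these data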;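 also: signal is the Cy5 over europium emission ratio at 671 and 618 nm; 0% = plate median of compound wells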
* hit, by the source's call; / = not tested or not shown.

SMILES	PRMT1 inh	Tn6 DDE FP	TCR-CD3 inh	DDE Tn7 FP inh	UHRF1 MBD2 ctr	proKLK7 act	TDP2 inh	SIAE primary	MBD2 inh	LEDGF integ inh
O=S(=O)(NCCN1CCOCC1)c1ccc(-c2ccc(S(=O)(=O)NCCN3CCOCC3)cc2)cc1	-6	0	2	4	4	0.1	-23	-8	2	2
CCc1ccc(CNC(=O)CCCn2c(=O)c3cccn3c3cccnc32)cc1	4	-5	-2	1	2	-5.2	-10	-12	2	-3
Cc1ccc(CNC(=O)Cn2nnc(C(=O)Nc3cccc(C)c3C)c2N)cc1	6	1	-5	-1	1	0.1	-3	-13	4	-2
Cc1cccc(C)c1NC(=O)c1cnn(-c2ccccc2)c1C	0	5	-2	1	0	-0.4	11	-3	-6	0
Cc1cc(/C=N/NC(=O)C(=O)NCc2ccccn2)c(C)n1-c1ccccc1	-1	-9	-1	-5	1	-0.9	-4	6	-4	2
CN(C(=O)c1cccc(NC(=O)Cc2ccc(NC(=O)C3CCN(C(=O)CCc4ccccc4)CC3)cc2)c1)C1CC1	-4	11	7	4	-1	0.9	6	4	0	-2
COc1ccccc1NC(=O)Cn1c(C)cc(=O)c2cccc(OC)c21	-2	-3	7	1	1	1.0	4	-8	0	-4
CCOCCN(C(=O)c1ccccc1Cl)c1cccc(C)c1C	7	-2	-2	-8	1	0.2	-11	-7	-1	-3
Cc1ccc(S(=O)(=O)NCCCn2ccnc2)cc1C(=O)NC(C)C	1	-1	5	-2	-2	0.1	2	0	-3	-1
CC(=O)Nc1ccc(NC(=O)Cn2c(=O)n(-c3ccccc3)c(=O)c3oc4ccccc4c32)cc1	0	4	-3	5	1	-0.1	14	3	1	2
CCc1cc2c(=O)c(-c3nc4ccccc4n3C)c(COCC(=O)O)oc2cc1OC(=O)C(C)(C)C	-1	9	7	-7	-1	0.3	2	-2	-1	4
O=C(CCCN1C(=O)c2ccccc2C1=O)NCCc1ccc(OC(F)F)cc1	-1	5	-5	-5	2	0.2	-4	-8	2	0
NC(=O)c1cc(S(=O)(=O)Nc2ccc(OC(F)(F)F)cc2)cs1	-2	-9	3	-2	1	-0.9	12	7	-4	-2
CCOC(=O)Cc1nnn(CC(=O)OCC)n1	2	-8	-6	-2	7	0.0	5	2	5	4
CC1=C(C(=O)N(C)C)CC(CC(=O)NCCN2CCOCC2)C(=O)N1CCC1=CCCCC1 (stereo unspecified)	-7	-2	3	4	-2	0.4	-9	-8	-7	5
CCCNC(=O)CN1C(=O)NC(c2ccccc2)(c2ccccc2)C1=O	-3	5	3	-1	-1	-0.2	-2	0	0	0
CCCCNC(=O)C1c2ccccc2OCC(=O)N1C1CC1 (stereo unspecified)	-1	4	1	-3	21*	-0.4	6	2	3	4
COc1ccc(CCNC(=O)COC(=O)c2ccc(F)c(S(=O)(=O)N3CCOCC3)c2)cc1	-1	1	2	3	-1	-0.8	-15	-4	-4	1
Cc1cccc(OCC(O)CN2C(C)(C)CC(O)CC2(C)C)c1 (stereo unspecified)	2	6	2	10	0	0.1	5	2	3	-2
CCN(CC)c1nc2nonc2nc1N(CC)CC	1	0	0	-9	-3	0.3	4	-1	1	-1
COc1cccc(CNc2ccc(F)c([N+](=O)[O-])c2)c1O	4	0	-1	0	3	0.0	-3	1	4	-5
Cc1ccc(C(=O)NC2CCN(CC(=O)Nc3c(C)cc(C)cc3C)CC2)cc1	-1	-3	-2	2	3	-0.1	-3	1	9	5
CS(=O)(=O)c1ccc2nc(NC(=O)CN3C(=O)C4CC=CCC4C3=O)sc2c1 (stereo unspecified)	-8	-8	2	0	1	0.0	-5	-5	3	2
O=c1cc(CO)[nH]nc1CO	6	-8	0	-6	0	0.3	2	0	7	0
CC(C)(C)Nc1nc(Cl)nc(NCCN2CCOCC2)n1	0	4	-4	-5	0	0.0	11	1	0	-2
Oc1ccc(Cl)cc1CNCc1cccc2ccccc12	0	-2	-4	-2	2	0.4	-2	-2	-2	-2
Cc1cc(C)c(S(=O)(=O)NCC(c2cccnc2)N2CCN(Cc3ccccc3)CC2)c(C)c1 (stereo unspecified)	3	-8	1	-4	6	0.8	-16	-6	3	-6
Cc1ccc2c(c1)C1CN(C)CCC1N2S(=O)(=O)c1cccc(F)c1 (stereo unspecified)	-3	0	1	-1	1	0.4	-1	1	0	0
O=C(COC(=O)c1cncc(Br)c1)NC1CCCCC1	11	-8	1	-4	2	-0.7	-4	-6	7	7
CC1(C)CN(c2ccsc2C(=O)O)C1=O	-2	2	10	-2	-2	0.2	-9	-6	-1	2
CCONc1ncnc2nonc12	3	-1	-7	2	0	-0.6	5	0	-2	-6
CCOc1ccc(NC(=O)CN(C)C(=O)Cc2c(C)nc3ccccc3c2C)cc1OCC	-8	-1	6	-5	-3	-0.1	-1	-3	-6	3
CCCC(=O)Nc1ccc(NC(=O)c2cc3ccccc3o2)c(OC)c1	0	-1	1	-7	-1	-1.5	8	0	-4	5
NC(=S)N/N=C1\CC(n2nnnc2-c2ccccc2Cl)C2COC1O2 (stereo unspecified)	8	-2	-2	-6	0	-0.5	1	0	-5	-3
O=c1[nH]c(=S)[nH]c2c1C(c1ccc(Cl)c(Cl)c1)OC(CCc1ccccc1)C2 (stereo unspecified)	0	-2	-1	5	-3	-0.2	20	-24	0	-4
COc1ccc(NC(=S)NC(=O)/C=C/c2ccco2)c(OC)c1	2	11	7	7	-1	0.5	-4	10	-4	-5
CS(=O)(=O)N(CC(=O)N1CCCC1)c1cccc(F)c1	-3	-10	2	0	-1	0.4	5	3	3	4
COc1ccc(CCNC(=S)NC(=O)c2cccc(Cl)c2)cc1OC	2	-6	-7	-9	10	0.3	7	-5	0	-2
O=c1c2cnn(-c3ccccc3)c2nnn1/N=C/c1cccnc1	-1	0	-2	-5	-5	0.0	-9	-3	3	-8
CCc1ccc(N(CC(=O)Nc2nc3ccc(C)cc3s2)S(=O)(=O)c2c(C)noc2C)cc1	0	0	6	-3	-1	0.5	-2	-108	2	0
O=C(NC1CC2CCC(C1)N2C(=O)NCc1ccccc1)C1CC1 (stereo unspecified)	-3	3	4	0	-2	-0.2	-2	2	1	0
CC(=O)c1ccc(N2CCN(S(=O)(=O)c3cn(C)c(C)n3)CC2)cc1	-3	-3	5	0	1	0.3	3	0	2	1
CC(=O)c1ccc(N2CCN(S(=O)(=O)c3ccc4c(c3)NC(=O)CC(=O)N4)CC2)cc1	1	9	6	2	1	-0.3	-18	-1	-7	1
O=c1[nH]ncn1-c1ccccc1	-1	-2	2	-11	3	0.4	5	1	6	1
O=C(NCCCO)/C(=C\c1ccco1)NC(=O)c1ccc(Br)o1	2	4	9	2	-6	-0.3	-4	3	-1	0
Cc1cc2cc(CN(Cc3cccs3)C(=S)NCC3CCCO3)c(=O)[nH]c2cc1C (stereo unspecified)	2	9	10	9	4	-0.5	4	-4	-3	-1
O=C(Nc1ccccc1F)O[C@@H]1CC[C@@]23CCCN2C(=O)CCC[C@H]3C1	0	1	/	7	0	/	-2	6	-7	-1
Cc1nc(SCC(=O)Nn2c(-c3ccccc3)nc3ccccc3c2=O)n[nH]1	0	1	-4	-7	0	-0.3	-5	3	2	-5
CCOc1ccc(NC(=O)CN(C)CC(=O)NC(C)c2ccccc2)cc1OCC (stereo unspecified)	-2	4	-2	-7	4	0.5	0	4	-6	4
CN(Cc1ccccc1)c1oc(COc2ccccc2F)nc1C#N	3	5	-5	6	1	0.2	-12	-1	0	-4
CCOc1ccc(-c2noc(CCCC(=O)NC3CCCC3)n2)cc1OC	1	6	-3	3	1	0.3	-3	-6	3	-6
COC(=O)c1sccc1-n1cc2c(c1-c1ccccc1)c(=O)n(C)c(=O)n2C	2	1	-8	-7	1	0.0	3	1	2	0
CCOc1cc(C2C3=C(CC(C)(C)CC3=O)Nc3n[nH]c(C)c32)ccc1O (stereo unspecified)	-4	3	4	-2	0	-0.1	-9	6	-1	-2
CC(=O)c1c(N)n(C)c(=O)n(C)c1=O	0	4	0	-4	2	0.0	-6	-2	2	5
C#CCNC(=O)C[C@@H]1C[C@@]2(C(=O)OCC)CCCC=C2N(Cc2ccc(Cl)cc2Cl)C1=O	0	0	-9	-2	3	0.0	5	-5	-1	-4
O=c1c(Cc2c(F)cccc2Cl)c(O)ccn1Cc1ccc2c(c1)OCO2	-7	-1	4	-2	2	0.3	2	-2	-3	0
Cc1c(Cl)cccc1N1C(=O)C2ON(c3ccccc3)C(c3cccnc3)C2C1=O (stereo unspecified)	1	-1	-11	1	-2	0.6	7	1	3	-1
Cc1noc(/C=C/N(C)C)c1S(=O)(=O)N1CCCC(C(=O)NCc2ccc(Cl)cc2)C1 (stereo unspecified)	-1	0	6	-1	0	-1.6	-7	-14	1	5
FC(F)(F)c1cccc(Cn2c3[n+](c4ccc(C(F)(F)F)cc42)CCCCC3)c1	-1	-8	4	-5	0	0.0	-4	1	1	0
CCCC(=O)Nc1cccc(NC(=O)CN2CCN(c3ccccc3OC)CC2)c1	-3	8	6	5	0	0.4	5	-6	-3	-1
Next results follow:
SMILES	PRMT1 inh	Tn6 DDE FP	TCR-CD3 inh	DDE Tn7 FP inh	UHRF1 MBD2 ctr	proKLK7 act	TDP2 inh	SIAE primary	MBD2 inh	LEDGF integ inh
Cc1cccc(-c2cc3nc(C)cc(C)n3n2)c1	-3	-1	1	5	0	1.4	11	-4	-4	-1
Cc1cc(C(=O)NCCN2CCOCC2)ccc1[N+](=O)[O-]	4	6	-4	5	-1	0.5	4	2	3	2
O=C(CNCc1ccco1)Nc1ccccc1-n1cccc1	-2	-1	4	-5	-1	-0.8	-5	10	6	2
COCCCn1c(SCC(=O)NC2CCCCC2)nnc1-c1ccco1	1	5	6	3	-1	0.7	0	4	-1	0

Taken from the listing (2 entries):
SMILES	PRMT1 inh	Tn6 DDE FP	TCR-CD3 inh	DDE Tn7 FP inh	UHRF1 MBD2 ctr	proKLK7 act	TDP2 inh	SIAE primary	MBD2 inh	LEDGF integ inh
O=C(CNCc1ccco1)Nc1ccccc1-n1cccc1	-2	-1	4	-5	-1	-0.8	-5	10	6	2
COCCCn1c(SCC(=O)NC2CCCCC2)nnc1-c1ccco1	1	5	6	3	-1	0.7	0	4	-1	0

Compounds were not picked by outcome. About 4.6% of those tested had a hit in this group.
